Screens from PubChem.
DYRK1A inh: rat Dyrk1A kinase inhibitors, primary screen, biochemical, single point, plate reader; AID 504441, 2011; 0.43% of 310,000 active; ADP-Glo luminescence, NFATc1 peptide; inhibition, % at 12.5 µM; in the data active = inhibition above about 50%;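 also: plate controls were vehicle with enzyme for no effect and no enzyme for full effect; many of its hits are not listed in these tables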
KCNQ1 pot: potentiators or activators of KCNQ1 channel, primary screen, cell-based, thallium flux, high-throughput. Potassium voltage-gated channel subfamily KQT member 1 (Homo sapiens), P51787. CHO-K1 KCNQ1, thallium flux FluxOR fluorescence; active compounds read high. B-score at 10 µM. 0.35% of 310,000 active;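 active = fluorescence ratio B-score, a plate-corrected score, at least three library SD, with initial intensity B-score within 5 SD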
Target sequence (P51787 whole entry, looked up): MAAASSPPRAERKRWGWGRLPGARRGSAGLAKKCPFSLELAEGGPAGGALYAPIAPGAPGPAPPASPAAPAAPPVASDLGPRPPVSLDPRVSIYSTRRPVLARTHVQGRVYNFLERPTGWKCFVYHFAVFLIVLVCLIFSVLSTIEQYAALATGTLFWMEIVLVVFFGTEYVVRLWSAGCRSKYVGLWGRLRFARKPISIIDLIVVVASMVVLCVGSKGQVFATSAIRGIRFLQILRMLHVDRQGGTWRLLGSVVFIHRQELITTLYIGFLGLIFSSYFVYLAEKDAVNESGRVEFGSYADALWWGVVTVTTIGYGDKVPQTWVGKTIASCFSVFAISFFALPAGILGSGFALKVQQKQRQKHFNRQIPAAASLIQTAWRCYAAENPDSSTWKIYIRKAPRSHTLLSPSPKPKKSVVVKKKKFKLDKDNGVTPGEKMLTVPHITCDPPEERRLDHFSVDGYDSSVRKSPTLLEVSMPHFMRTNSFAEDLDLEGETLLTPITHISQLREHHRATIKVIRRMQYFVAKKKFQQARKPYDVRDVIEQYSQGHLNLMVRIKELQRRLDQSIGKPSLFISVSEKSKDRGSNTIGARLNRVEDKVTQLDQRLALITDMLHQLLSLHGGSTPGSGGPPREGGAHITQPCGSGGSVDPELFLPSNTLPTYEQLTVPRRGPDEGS
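Assay system: CHO-K1 cells stably expressing KCNQ1; Medium: assay buffer with matched DMSO; Also added: K+/Tl+ depolarizing stimulus; Dosing: single dose; Timing: dye 90 min, compound 20 min, room temperature; Measured by: kinetic FluxOR thallium fluorescence, 10-s 1-Hz baseline, 110-s post-stimulus read; Read-out: peak-minus-minimum fluorescence over initial fluorescence, negative-control normalized, B-scored.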
PolyA inhibitor: polyadenylation inhibitors in yeast reporter cells, primary screen, luminescence, S. cerevisiae | 0.02% of 300,000 active | AID 1875, 2009 | calls only at 12 µM | S. cerevisiae SKY197-pL101 polyadenylation reporter, beta-gal luminescence; efflux-impaired pdr1/pdr3 knockout yeast; score 100 = 6 SD above DMSO;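 active = lowest replicate activity score at least 50, where 100 means six control SD above control mean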;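 also: yeast exposed to compound for 9 h at 30 °C; higher score means more reporter readthrough which indicates perturbed polyadenylation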
TRPC4 agonist: activators of mouse TRPC4 channel, primary screen, Fluo4 calcium, HEK293 TRPC4beta/mu-opioid cells; Short transient receptor potential channel 4 (Mus musculus), Q9QUQ5; B-score at 10 µM; 0.49% of 310,000 active; AID 2237, 2010; Fluo4 calcium fluorescence; active compounds read high;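 active = B-score above 5 SD of library B-scores, and initial fluorescence ratio not above library mean plus 5 SD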;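 also: positive B-score marks a calcium rise read as TRPC4 activation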
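Assay system: HEK293 stable line with TRPC4beta plus mu-opioid receptor. Times: dye 45 min RT, read 110 s. Measured by: kinetic Fluo4 calcium fluorescence. Measure: B score of integrated ratio. Controls: assay buffer as low control, maximal DAMGO as high control.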
Platelet DG rel: inhibitors of platelet dense granule secretion, primary screen, cell-based, MLPCN, human platelets; AID 1663, 2009; 0.22% of 300,000 active; human platelet-rich plasma, SFLLRN dense granule ATP release, luminescence; inhibition, %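 (compounds screened at 7.5 µM in platelet-rich plasma)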;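 active = mean replicate score, as percent of positive control, at or above 50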
KCNK9 block: KCNK9 potassium channel inhibitors, primary screen, HEK293 cells, thallium flux | 1.2% of 310,000 active | FluxOR thallium flux fluorescence; active compounds read low | B-score at 10 µM;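 active = ratio B-score over 3 SD below the library mean, with starting fluorescence within 5 SD of its mean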;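 also: negative B-score means less thallium flux so channel inhibition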
Target sequence (Q9NPC2 whole entry, looked up): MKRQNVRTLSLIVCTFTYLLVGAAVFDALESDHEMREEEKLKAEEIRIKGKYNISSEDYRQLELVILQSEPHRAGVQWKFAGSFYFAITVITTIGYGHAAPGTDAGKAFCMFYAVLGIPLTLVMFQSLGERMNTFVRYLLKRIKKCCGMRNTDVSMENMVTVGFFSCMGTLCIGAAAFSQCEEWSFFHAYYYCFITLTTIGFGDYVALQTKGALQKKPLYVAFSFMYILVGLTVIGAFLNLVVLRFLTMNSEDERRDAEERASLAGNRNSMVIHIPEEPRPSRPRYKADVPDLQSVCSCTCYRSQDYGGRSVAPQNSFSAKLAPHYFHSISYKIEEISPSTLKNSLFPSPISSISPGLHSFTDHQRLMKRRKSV
KCNQ1 inh: inhibitors of human KCNQ1 channel, primary screen, cell-based, thallium flux, high-throughput | B-score at 10 µM | 1.3% of 310,000 active | CHO-K1 KCNQ1, FluxOR thallium flux fluorescence; active compounds read high;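 active = compounds whose thallium flux B-score, printed positive for inhibition, exceeds three library SD while starting fluorescence stays within three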;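 also: channel opened by potassium depolarization with thallium stimulus after 20 min compound exposure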
hERG rescue: hERG rescue from dofetilide block, primary screen, cell-based, CHO-hERG, FluxOR thallium flux, dofetilide IC70. dofetilide IC70 present. Voltage-gated inwardly rectifying potassium channel KCNH2 (Homo sapiens), Q12809. 0.51% of 310,000 active. activation (rescue from dofetilide block), less the hit threshold, % at 10 µM;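 active = activation above the mean of controls blocked by dofetilide plus 5 SD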;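 also: thallium influx through hERG after potassium depolarization seen as dye fluorescence rise; in these data hits start at about 4.7%; inactives centre near -7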
TRPC4 potent: positive allosteric modulators of TRPC4, primary screen, cell-based, mouse TRPC4beta, HEK293 mu-opioid, Fluo-4 calcium; Short transient receptor potential channel 4 (Mus musculus), Q9QUQ5; DAMGO EC20, Fluo-4 Ca2+ flux; active compounds read high; 0.42% of 310,000 active; B-score at 10 µM; AID 2227, 2009;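 active = B-score of calcium response area above 5 SD of library B-scores, with initial fluorescence ratio within 5 SD of library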;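 also: B-score of integrated fluorescence ratio over time as area under calcium response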
TRPC4 block: inhibitors of mouse TRPC4 channel, primary screen, Fluo4 calcium, HEK293 TRPC4beta/mu-opioid cells; 0.39% of 300,000 active; DAMGO-evoked Fluo4 calcium flux; active compounds read low; AID 2247, 2010; Short transient receptor potential channel 4 (Mus musculus), Q9QUQ5; B-score at 10 µM;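 active = B-score over 3 SD under the library average, no early fluorescence shift, positive overall ratio signal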
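Assay system: HEK293 cells with stable TRPC4beta plus mu-opioid receptor expression; Probe or stimulus: DAMGO in two steps, submaximal then maximal; Dosing: single-point compound dosing; Measured by: Fluo4 calcium-dye fluorescence, kinetic read; Read-out basis: B score from integrated Fluo4 fluorescence ratio.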
KCNK3 inh: human KCNK3 channel inhibitors, primary screen, CHO cells, FluxOR thallium flux, B-score. Potassium channel subfamily K member 3 (Homo sapiens), O14649. FluxOR fluorescence; active compounds read low. B-score at 10 µM. 0.84% of 340,000 active. AID 602410, 2012;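 active = B-score under library mean minus 4 SD, starting fluorescence ratio at most library mean plus 5 SD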;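 also: more negative B-score means stronger inhibition of thallium flux through KCNK3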
Starred values were filed as active, the others as inactive; i = inactive; nt = no result given.

The first three entries, ahead of the listing:
SMILES	DYRK1A inh	KCNQ1 pot	PolyA inhibitor	TRPC4 agonist	Platelet DG rel	KCNK9 block	KCNQ1 inh	hERG rescue	TRPC4 potent	TRPC4 block	KCNK3 inh
COc1ccc(OC)c(CCNC(=O)c2ccc(CS(=O)(=O)c3ccc(Br)cc3)o2)c1	-0.9	i	i	i	-0.5	i	i	-8.6	i	i	i
COc1cccc(C2c3c(oc4ccccc4c3=O)C(=O)N2CCCN(C)C)c1OC (centres undefined)	3.5	i	i	i	-5.7	i	i	-3.4	i	i	i
O=C(CCNS(=O)(=O)c1ccc2c(c1)CCC(=O)N2)NCc1cccnc1	-0.7	i	i	i	-4.9	i	i	-8.6	i	i	i

Results, from the start:
SMILES	DYRK1A inh	KCNQ1 pot	PolyA inhibitor	TRPC4 agonist	Platelet DG rel	KCNK9 block	KCNQ1 inh	hERG rescue	TRPC4 potent	TRPC4 block	KCNK3 inh
COc1ccc(OC)c(CCNC(=O)c2ccc(CS(=O)(=O)c3ccc(Br)cc3)o2)c1	-0.9	i	i	i	-0.5	i	i	-8.6	i	i	i
COc1cccc(C2c3c(oc4ccccc4c3=O)C(=O)N2CCCN(C)C)c1OC (centres undefined)	3.5	i	i	i	-5.7	i	i	-3.4	i	i	i
O=C(CCNS(=O)(=O)c1ccc2c(c1)CCC(=O)N2)NCc1cccnc1	-0.7	i	i	i	-4.9	i	i	-8.6	i	i	i
Fc1ccc(-c2cc3nc(-c4ccccc4)cc(N4CCN(CCN5CCOCC5)CC4)n3n2)cc1	18.5	i	i	i	13.1	i	i	-8.1	i	i	i
O=C(Oc1ccccc1O)c1cccc2ccccc12	nt	i	i	i	-3.3	i	i	-20.6	i	i	nt
CN(CC(=O)Nc1ccc(F)c(F)c1F)C(=O)C1CCCO1 (centres undefined)	-1.3	i	i	i	0.8	i	i	-6.5	i	i	i
CCN1CCN(C(=O)C(=O)c2c(C)[nH]c3ccccc23)CC1	nt	i	i	i	2.1	i	i	-5.5	i	i	i
CCN1CCN(C(=O)c2cc3cc([N+](=O)[O-])ccc3oc2=O)CC1	-6.6	i	i	i	0.8	i	i	-10.3	i	i	i
Cc1nc(N2CCC(C)CC2)c2c(C)c(C(=O)Nc3ccc4c(c3)OCCO4)sc2n1	nt	i	i	i	2.5	i	8*	-10.3	i	i	i
COc1ccc(CC(C(=O)Nc2cccc(F)c2)c2nn[nH]n2)c(OC)c1 (centres undefined)	-5.2	i	i	i	-6.9	i	i	-8.7	i	i	i
CCOC(=O)c1[nH]c2ccc(OC)cc2c1NC(=O)CN1CCC2(CC1)OCCO2	-4.0	i	i	i	18.0	i	i	-8.3	i	i	i
CCOc1ccc2nc(SCC(=O)NC3CC3)sc2c1	-1.6	i	i	i	-7.5	i	i	0.6	i	i	i
N#Cc1ccc(C(=O)CSc2n[nH]c(=O)n2-c2cccnc2)cc1	nt	i	i	i	nt	i	i	-9.0	i	i	i
O=C1NC(=O)C(Cc2c[nH]c3ccccc23)N1 (centres undefined)	3.1	i	i	i	-4.5	i	i	-7.0	i	i	i
O=c1c(C(c2ccc(O)cc2)c2c(O)nc3n(c2=O)CCS3)c(O)nc2n1CCS2	-1.1	i	i	i	-5.1	i	i	6.7*	i	i	i
COc1cccc(NC(=O)COc2ccccc2C(N)=O)c1	15.8	i	i	i	0.8	i	i	-7.7	i	i	i
Cc1cccc2sc(N3CCN(C(=O)C4COc5ccccc5O4)CC3)nc12 (centres undefined)	2.9	i	i	i	6.0	i	i	-16.3	i	i	i
COc1ccc(C(=O)Oc2ccc(/C=N/Nc3ccc(Cl)c(C(=O)O)c3)cc2OC)cc1	3.6	i	i	i	-0.2	i	i	-4.0	i	i	i
CN(C)c1ccc(/C=N/NC(=S)NCc2ccco2)cc1	-6.8	i	i	i	2.7	i	i	-8.3	i	i	i
COc1ccc2c(C)c(CCC(=O)NC3CC3)c(=O)oc2c1C	-5.1	i	i	i	0.3	i	i	-1.7	i	i	i
O=C(COC(=O)/C=C/c1ccc(C(F)(F)F)cc1)NC1CCCC1	1.2	i	i	i	15.2	i	i	-1.4	i	i	i
O=C(CSc1nc2ccccc2o1)N/N=C/c1ccccc1C(=O)O	-4.7	i	i	i	4.4	i	i	-9.6	i	i	i
c1ccc(CSc2nnc(-c3ccccc3)c(-c3ccccc3)n2)cc1	5.5	i	i	i	-6.2	i	i	-19.3	i	i	i
CC(=O)C1=NOC(CNC(=O)c2c(-c3ccccc3Cl)noc2C)C1 (centres undefined)	0.7	i	i	i	2.6	i	i	-7.6	i	i	i
c1ccc2c(CN3CCOCC3)c3ccccc3c(CN3CCOCC3)c2c1	nt	i	i	i	-10.1	i	i	-1.1	i	i	i
Cc1ccc(C(=O)Cn2c(N3CCOCC3)nc3c2c(=O)n(C)c(=O)n3C)cc1	0.2	i	i	i	4.2	i	i	5.0*	i	i	i
Cc1cc(-c2nc3ccccc3o2)c2ccccc2n1	5.3	i	i	i	-2.3	i	i	-23.1	i	i	i
CCOC(=O)C1=C(C)C2C3C(=O)N(c4ccccc4C)C(=O)C3C1(C)C1C(=O)N(c3ccccc3C)C(=O)C21 (centres undefined)	-2.1	i	i	i	-9.2	i	i	-8.6	i	i	i
CCOC(=O)N1CCN(c2nc(-c3ccccc3)c3cc(C)ccc3n2)CC1	7.0	i	i	i	5.4	i	i	-8.4	i	i	i
CCCn1c(NC(=O)CN2C(=O)NC3(CCCCC3)C2=O)nc2ccccc21	6.3	i	i	i	-12.7	i	i	-11.5	i	i	i
CC(C)(C)C(=O)N1CCN(c2ccc(NC(=O)c3ccc([N+](=O)[O-])o3)cc2)CC1	-3.6	i	i	i	-11.9	i	i	-3.9	i	i	i
CCCC(=O)Nc1nnc(CCN2CCCCC2)s1	-1.3	i	i	i	-2.6	i	i	-6.6	i	i	i
Cc1ccc(S(=O)(=O)N2CCN(C(C)CC(=O)O)CC2)cc1 (centres undefined)	0.0	i	i	i	1.7	i	i	-13.4	i	i	i
CCC(NC(=S)NCc1ccc(F)cc1)c1ccc(C)cc1 (centres undefined)	7.6	i	i	i	24.5	i	i	-10.6	i	i	i
O=C(Nc1nc2ccc(S(=O)(=O)N3CCCC3)cc2s1)c1ccccn1	3.8	i	i	i	-4.1	i	i	-15.4	i	i	i
COc1cc(/C=C/c2sc3ccccc3[n+]2CCCS(=O)(=O)[O-])ccc1O	23.6	i	i	i	30.2	i	i	-33.8	i	i	i
O=C(Nc1cccc2c1CCCC2)c1cc([N+](=O)[O-])cc([N+](=O)[O-])c1	-3.1	i	i	i	-0.8	i	i	-9.9	i	i	i
CCOC(=O)c1oc2cc(O)ccc2c(=O)c1-c1ccc(OC)cc1	4.9	i	i	i	-1.1	i	i	-5.7	i	i	i
Cc1ccc(C)c(NC(=O)c2nnn(Cc3ccccc3)c2N)c1	1.6	i	i	i	0.9	i	i	-6.3	i	i	i
O=C(N/N=C/c1ccc(Cl)cc1)C(=O)N1CCCCCC1	3.4	i	nt	i	1.5	i	i	-10.9	i	i	i
CC(C)n1cc(/C=C(\C#N)S(=O)(=O)c2ccccc2)c2ccccc21	-0.2	i	i	i	3.8	i	i	-11.3	i	i	i
CCOC(=O)c1[nH]c(C)c(C(=O)NCc2ccccn2)c1C	-7.4	i	i	i	-6.7	i	i	-9.9	i	i	i
CCCNc1c(NS(=O)(=O)c2ccc(NC(=O)CC)cc2)c(=O)oc2ccccc12	nt	i	i	i	15.7	i	i	-11.9	i	i	i
CC/C(=C\C1CCCCC1)C(NP(=O)(c1ccccc1)c1ccccc1)c1ccccc1 (centres undefined)	9.8	i	i	i	0.8	i	i	-9.5	i	i	i
O=C(O)CCCC(=O)Nc1ccc(Br)cc1	4.7	i	i	i	-1.9	i	i	-9.2	i	i	i
CCOc1ccc(N(CC(=O)NC2CCCCC2)C(=O)CNC(=O)c2ccco2)cc1	3.3	i	i	i	8.6	i	i	-3.5	i	i	i
CN(C)S(=O)(=O)c1ccc(/C(O)=C2/C(=O)C(=O)N(Cc3cccnc3)C2c2ccncc2)cc1 (centres undefined)	-14.9	i	i	i	1.9	i	i	-6.7	i	i	i
CCC1Oc2ccc(C)cc2N(CC(=O)NCCN2C(C)CCCC2C)C1=O (centres undefined)	1.9	i	i	i	8.5	i	i	-12.3	i	i	i
CCOc1ccc(CCNC(=O)CSc2cc(=O)n(C)c3ccccc23)cc1OCC	3.3	i	i	i	1.2	i	i	-2.1	i	i	i
CCc1ccc(CN2CCC(Oc3ccc(C(=O)N4CCCC4)cc3)CC2)cc1	2.5	i	i	i	0.6	i	i	-2.0	i	i	i
COC(=O)c1sccc1N/N=C(\C)c1ccc(F)c(Cl)c1	-3.4	i	i	i	4.7	i	i	-10.2	i	i	i
Nc1nnc(CC(=O)N2CCCCC2)s1	-5.7	i	i	i	-2.0	i	i	-16.3	i	i	i
O=C(NCc1ccc2c(c1)OCO2)c1ccc(Cl)nc1	-2.1	i	i	i	2.0	i	i	-10.0	i	i	i
CCC(=O)N1CCc2cc(S(=O)(=O)CCC(=O)NCCc3ccc(S(N)(=O)=O)cc3)ccc21	3.8	i	i	i	18.5	i	i	-7.3	i	i	i
CCOc1ccc(S(=O)(=O)NCCC(=O)N(C)CC(=O)Nc2ccc(OC)cc2)cc1	-2.9	i	i	i	19.7	i	i	-11.1	i	i	i
FC(F)Oc1ccccc1NC(=S)NCCc1ccccc1	nt	i	i	i	-0.7	i	i	-9.0	i	i	i

Only part of the results is shown, so the mix of outcomes need not match the whole.
